Bioassay records: PubChem, NCI
yeast rad50: NCI yeast anticancer drug screen, S. cerevisiae rad50 strain; % growth inhibition at 50 µM; 10% of 79,000 active;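 further: 0% = growth of vehicle-only cultures of the same strain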
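Cells are treated with compound, grown, and their growth is then scored against vehicle-only cultures of the same repair-deficient yeast strain.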
yeast sgs1 mgt1: NCI yeast anticancer drug screen, S. cerevisiae sgs1 mgt1 strain. growth inhibition, % at 50 µM. 10% of 78,000 active. AID 161;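 further: 0% = growth of vehicle-only cultures of the same strain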
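Compounds are added to genetically altered yeast, and growth is compared with cultures given vehicle alone to give percent inhibition.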
yeast cln2 rad14: NCI yeast anticancer drug screen, S. cerevisiae cln2 rad14 strain. % growth inhibition at 50 µM. 8.3% of 78,000 active. AID 165;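 further: 0% = growth of vehicle-only cultures of the same strain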
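Growth of compound-exposed yeast (cln2 rad14 genotype) measured and expressed as inhibition relative to vehicle.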
mlh1 rad18: NCI yeast anticancer drug screen, S. cerevisiae mlh1 rad18 strain; 11% of 79,000 active; % growth inhibition at 50 µM; AID 175;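 further: 0% = growth of vehicle-only cultures of the same strain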
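In this whole-cell yeast screen, a strain with altered DNA damage repair is challenged with compound, and its growth is measured against matched vehicle-treated controls.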
yeast bub3: NCI yeast anticancer drug screen, S. cerevisiae bub3 mutant strain | 9.9% of 78,000 active | growth inhibition, % at 50 µM;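 further: 0% = growth of vehicle-only cultures of the same strain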
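Steps: expose the mutant yeast strain to compound; grow alongside vehicle-treated cultures; measure growth; express inhibition against the vehicle cultures.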
mec2-1: NCI yeast anticancer drug screen, S. cerevisiae mec2-1 strain. % growth inhibition at 50 µM. 9% of 79,000 active. AID 157;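 further: 0% = growth of vehicle-only cultures of the same strain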
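Test agents were screened against the mec2-1 yeast strain, with defined DNA repair or cell cycle alteration. Growth was scored as inhibition against vehicle-only controls.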
* hit, by the source's call; · = not tested or not shown; & = joins results of further samples. No stated cut-off is given here; in the data, active means growth inhibition above about 70%; inactive means the rest.

canonical_smiles,yeast rad50,yeast sgs1 mgt1,yeast cln2 rad14,mlh1 rad18,yeast bub3,mec2-1
N#CC1=C(c2ccccc2)NN(Cc2ccccc2)C(c2ccc(Cl)cc2)CC1=O (centres undefined),32,8,-44,31,3,7
C(=N\c1oc(-c2ccccc2)nc1SCc1ccccc1)/c1ccccc1,3,23,-20,26,7,11
O=C(C(=O)c1ccc(C(=O)C(=O)c2ccccc2)cc1)c1ccccc1,4,5,7,17,-18,-19
CCOC(=O)NN1C(=O)C(=P(c2ccccc2)(c2ccccc2)c2ccccc2)C(C(=O)OC)=C1C,-4,-7,12,-5,-7,4
O=C1OC(=O)c2c1ccc1ccc(Cl)cc21,27,6,-28,5,10,34
CCOC(=O)C1=CC(C)(C(=O)OCC)Nc2c(nc(OC)n(C)c2=O)N1 (centres undefined),-3,-9,4,37,-2,-4
COc1ccc(C2SC(N)=Nc3c2c(C)nn3C(=O)c2ccccc2O)cc1 (centres undefined),16,41,6,29,49,10
C=C(c1ccc(OC)c(OC)c1)c1nccc2cc(OC)c(OC)cc12,-11,9,24,-13,1,16
Cc1cc(N=Nc2ccccc2)c2cccnc2c1N,-4,-8,12,15,-5,-4
Nc1nc(=O)n(CCOc2ccccc2Cl)cc1-c1ccccc1,5,46,0,48,40,21
CC[C@@]1(O)C[C@H](OC2CC(N(C)C)C(OC3CC(O)C(OC4CC(O)C(O)C(C)O4)C(C)O3)C(C)O2)c2c(cc3c(c2O)C(=O)c2c(O)ccc(O)c2C3=O)[C@H]1C(=O)OC (some centres undefined),-25,-35,4,7,2,-15
CCOC1OC2C3COC(SC)(O3)OC2C1OC (centres undefined),23,7,-2,7,1,0
Oc1ccc(C(O)CN2CCCC2)cc1O (centres undefined),-16,0,-36,-15,3,11
C=C1CC/C=C(\C)CCC2C1CC2(C)C (centres undefined),-5,2,12,11,21,-17
COc1cccc(NC(=O)Nc2ccccc2Cl)c1,-13,-3,-19,-33,-1,8
O=C1Nc2ccccc2C2=C3CCCCC3=NNC12 (centres undefined),98*,98*,68,86*,98*,94*
Oc1ccc(/C=N/NC(=S)Nc2ccccc2)nc1,83*,83*,69,84*,84*,87*
COC(=O)C(C(=O)OC)C(c1cccc([N+](=O)[O-])c1)C(N)c1ccccc1 (centres undefined),15,0,28,56,32,-9
Cc1ccc(-c2c(C#N)c(S)n(NS(=O)(=O)c3ccc(C)cc3)c(=O)c2C#N)cc1,46,60,29,60,40,57
Oc1cccc(Oc2cccc(Oc3ccccc3)c2)c1,99*,99*,99*,99*,99*,99*
CCCCCCCCCCCC(=O)N(CCCCCCCCC)CC(O)C(O)C(OC1OC(CO)C(O)C(O)C1O)C(O)CO (centres undefined),82*,86*,66,62,86*,85*
CC(C)c1ccc(C(=O)C2CC2)cc1,35,51,41,21,65,43
CCN(CC)C(=O)Cc1ccccc1,-10,9,-15,-12,-21,11
N#Cc1ccc(C(F)(F)F)cc1[N+](=O)[O-],99*,99*,99*,99*,99*,99*
CCN(CC)CC(O)Cn1cnc2c(=S)nc[nH]c21 (centres undefined),9,-3,5,-4,1,-4

(list continues)
canonical_smiles,yeast rad50,yeast sgs1 mgt1,yeast cln2 rad14,mlh1 rad18,yeast bub3,mec2-1
O=S(=O)(O)CCCOC1COc2ccccc2OCCOCCOc2ccccc2OC1,-1,-16,-6,-8,-4,2
CN(C)CC(/C(Cc1ccccc1)=N\NC(=O)C[n+]1ccccc1)c1ccccc1 (centres undefined),24,25,-69,1,35,-8
COC(=O)c1nnn(-c2cccc(C(F)(F)F)c2)c1N,4,4,15,16,-14,-3
CC(O)COC(C)C (centres undefined),9,18,3,20,-2,-6
O=C(O)c1ccc(NCc2nc3cc4ccccc4cc3[nH]2)cc1,10,-19,-21,25,14,24
O=C(CCc1ccccc1)OCc1ccc2c(c1)OCO2,19,29,22,13,45,20
O=C1c2ccccc2C(=O)c2nc3ccc(Cl)cc3cc21,-12,1,21,-11,-12,-18
O=[N+]([O-])c1ccc(NC(=S)N/N=C(\c2ccccc2)c2ccccn2)cc1,63,80*,72*,80*,81*,66
CN(C)c1ccc(/C=C/c2ccnc3ccccc23)c(Cl)c1,16&-1,-2&0,35&-32,-12&-5,23&-1,3&11
Clc1ccc2nc[nH]c2c1,10,4,1,18,6,10
COc1ccc(-c2ccc(NC(C)=O)cc2)c(OC)c1OC,-18,-7,-16,-1,-9,-18
C=CCc1ccc(C)c(C)c1O,24,22,19,13,6,4
CN(C)c1ccc(/C=C(/NC(=O)c2ccccc2)C(N)=O)cc1,14,9,8,5,8,5
C/C(=C/c1c(C)c([N+](=O)[O-])c(C)c(C)c1[N+](=O)[O-])C(=O)O,-3,15,11,37,31,39
COc1ccc(-c2nc(-c3cc4c(ccc5ccccc54)oc3=O)cs2)cc1,24,1,15,-41,1,18
Cc1cccc(C(=O)O)n1.[Cu+2],-21,-19,-70,-12,-28,8
Nc1nc(-c2ccc(Cl)c(Cl)c2)cc(-c2cc(-c3ccc(Cl)c(Cl)c3)nc(N)n2)n1,25,8,22,11,4,3
O=[N+]([O-])c1ccc(N/N=C2\CCCC\C2=C/c2ccccc2)c([N+](=O)[O-])c1,-15,17,-24,-23,25,-27
c1ccc(-c2onc3c2CCCC3)cc1,8,9,-21,13,-31,19
COc1ccc(CN2CCCN(Cc3ccc(OC)cc3)C2Cc2cc(Cl)ccc2OC)cc1,82*,81*,33,78*,56,49
C#CCNCCCn1c(=O)nc2n(-c3ccccc3)c3ccccc3nc-2c1=O,56,27,29,43,1,19
FC(F)(F)c1cc(C2SCc3nc4ccccc4n32)cc(C(F)(F)F)c1 (centres undefined),-5,-8,7,-17,-4,-23
O=C(NCCCCN(CCCNC(=O)C(F)(F)F)Cc1ccccc1)C(F)(F)F,-6,-6,27,-63,-14,-9
CC(=O)OC(C)c1cc2c(s1)C(=O)c1scc(C(C)OC(C)=O)c1C2=O (centres undefined),91*,93*,92*,91*,92*,93*
O=C1CCCCCCCCCCC1Br (centres undefined),43,34,32,21,23,3

Next part.
canonical_smiles,yeast rad50,yeast sgs1 mgt1,yeast cln2 rad14,mlh1 rad18,yeast bub3,mec2-1
c1ccc(N=C2SC(=NC3CCCCC3)N(C3CCCCC3)C2=Nc2ccccc2)cc1,3,0,9,-29,-5,-19
Cc1ccc(CNc2ccc(F)cc2)cc1,30,·,·,20,·,29
COC(=O)c1nc(N)nc(C(=O)OC)c1C(=O)c1ccco1,4,30,-4,26,2,-4
Cc1nc(CN2CCCCC2)c(O)c(=O)[nH]1,-29,-34,-7,-6,-43,-17
CN(C)C(=O)Sc1ccc(-c2c(-c3ccccc3)oc3ccc4ccccc4c23)cc1,19,24,-3,-8,-3,-7
CCCCCCCCCCCCS(=O)(=O)N/N=C(\c1ccccc1Cl)N1CCOCC1,48,46,48,51,56,33
COc1cc(N2CCOCC2)ccc1N,-6,11,7,-3,-10,-2
CCNc1ncc([N+](=O)[O-])c(Nc2ccccc2)n1,6,6,4,4,-2,-9
CCc1ccc2c(c1)CCCC2(C)C,-2,2,-8,0,0,-10
CC(=O)C1=NN(c2ccccc2)C2(S1)SC(c1ccccc1)(c1ccccc1)c1ccccc12 (centres undefined),-10,-14,25,-20,-33,-5
O=C1O[C@@H](c2ccccc2)C[C@@H]1CN1CCOCC1,24,23,26,15,3,14
O/N=C(/c1ccccc1)C1CCCCC1,21,13,0,10,-8,-1
C1CC[N+]2(CC1)CCCCC2,0,-1,14,0,23,9
CCOC(=O)/C(=C/n1c(=S)[nH]c2ccc([N+](=O)[O-])cc21)C(=O)c1ccccc1,-8,-13,-1,-5,-17,-45
COC(=O)C(NC(N)=O)OC (centres undefined),-9,-3,-17,-5,-27,-8
Cc1cc(C(=O)O)c(C(N)=O)c(Cl)n1,5,-1,13,-3,2,1
O=C(NCC1(c2ccc3c(c2)OCO3)OCCO1)c1ccccc1[N+](=O)[O-],20,-2,-43,3,-6,-4
CC1=C(C2CO2)C(=O)C(C)=C(C2CO2)C1=O (centres undefined),100*,99*,100*,99*,98*,100*
Cc1ccc(C(C)C)cc1NC(=O)c1c(Cl)c(Cl)c(Cl)c(Cl)c1C(=O)O,15,24,-32,23,6,10
O=[N+]([O-])c1ccc(N/N=C/CC(O)(C(F)(F)F)C(F)(F)F)c([N+](=O)[O-])c1,89*,92*,88*,90*,86*,92*
COC(=O)C(Cc1nc2ccc(Cl)cc2[nH]c1=O)/C(=N\N)C(=O)Nc1cc(C)c(Cl)cc1S(=O)(=O)O (centres undefined),25,6,-70,6,-3,-2
O=C(C(Cl)=C(N1CCOCC1)N1CCOCC1)C(Cl)Cl,-38,-57,-16,-35,-33,-18
CC1C=CC(C)N(c2nnnn2C)N1c1nnnn1C (centres undefined),-12,15,-6,-4,-3,10
C/C(=N\S(=O)(=O)c1ccc([N+](=O)[O-])cc1)OCC(C)C,11,15,-48,2,11,-8
Nc1nnc(-c2ccccc2O)o1,36,24,33,32,21,4

Carrying on:
canonical_smiles,yeast rad50,yeast sgs1 mgt1,yeast cln2 rad14,mlh1 rad18,yeast bub3,mec2-1
CC1(C)OC2OC(C3CC3)C(O)C2O1 (centres undefined),-4,3,-36,-2,12,5
O=Cc1cccc(S(=O)(=O)O)c1,9,8,13,13,-3,4
[Mn+2].[NH-]CC(=O)NC(Cc1ccccc1)C(=O)O.[NH-]CC(=O)NC(Cc1ccccc1)C(=O)O (centres undefined),-16,-11,-34,-8,4,-11
COc1ccc2c3c([nH]c2c1)CCN(CCCC(=O)c1ccc(F)cc1)C3,-8,43,31,2,45,-4
c1cc2c(c(CC3CO3)c1CC1CO1)OCCOCCOCCOCCO2 (centres undefined),12,15,-22,-1,8,-5
Cc1ccc(NC(=O)Nc2cccc(Cl)c2C)cc1C,4,13,-2,-16,8,12
CCc1ccc2nccc(NCCCN(C)C)c2c1[N+](=O)[O-],4,7,15,14,-18,-13
CC(NC(=O)C(N)CC(=O)O)C(=O)OC12CC3CC(CC(C3)C1)C2 (centres undefined),-56,-23,-1,-11,13,-62
CCC(=O)OC(C)COc1ccccc1 (centres undefined),-6,-4,-44,-10,-6,3
CC(=O)CC(=O)Nc1ccc(C(=O)c2ccccc2)cc1,8,-13,2,-22,4,-41
c1ccc(NCCOc2ccccc2)cc1,47,60,22,31,-9,28
CCCCOC(=O)CNC(=O)c1ccc(C)c(O)c1[N+](=O)[O-],30,27,-11,26,-1,-6
CC(C)SC(=S)Nc1ccc(Cl)cc1,98*,97*,97*,99*,99*,99*
Cn1cnc([N+](=O)[O-])c1Sc1nc2cccnc2s1,80*,68,52,76*,72*,77*
O=C(Nc1ccc(Cl)cc1Cl)C(=O)C(C(=O)c1ccncc1)C1OC(=O)c2ccccc21 (centres undefined),-1,-29,23,0,8,-38
COc1ccc(C(c2ccccc2)C(CC#N)CC#N)cc1 (centres undefined),12,1,15,-22,0,7
CCOC(=O)/C=C\SCCC(=O)OC,3,9,23,-9,17,-1
CC1=NN(c2nc(N)nc(CCl)n2)C(C)(C)C1,-8,-7,-5,-78,17,0
CC(=O)N1C(Nc2cccc3nc(C)ccc23)CCN1c1ccccc1 (centres undefined),-1,7,7,11,11,-28
O=C(O)CC[P+](c1ccccc1)(c1ccccc1)c1ccccc1,33,-23,-4,18,11,5
O=C(Nc1ccc(C2=NCCN2)cc1)c1ccc(C(=O)Nc2ccc(C3=NCCN3)cc2)cc1,-3,1,2,-20,9,7
COC(=O)C1NC(C)(C(=O)OC)C2C(=O)NC(=O)C12 (centres undefined),14,24,19,38,11,15
CCOc1nc(N)nc(C)c1N=Nc1ccc(O)cc1,-6,1,-43,0,-2,6
C#CCSc1nc2ccccc2s1,-11,1,-166,-1,-22,-1

Six compounds already listed, sorted by heavy-atom count, rising.
canonical_smiles,yeast rad50,yeast sgs1 mgt1,yeast cln2 rad14,mlh1 rad18,yeast bub3,mec2-1
O=Cc1cccc(S(=O)(=O)O)c1,9,8,13,13,-3,4
CC1(C)OC2OC(C3CC3)C(O)C2O1 (centres undefined),-4,3,-36,-2,12,5
CCOc1nc(N)nc(C)c1N=Nc1ccc(O)cc1,-6,1,-43,0,-2,6
O=C(O)CC[P+](c1ccccc1)(c1ccccc1)c1ccccc1,33,-23,-4,18,11,5
CC(=O)N1C(Nc2cccc3nc(C)ccc23)CCN1c1ccccc1 (centres undefined),-1,7,7,11,11,-28
COc1ccc2c3c([nH]c2c1)CCN(CCCC(=O)c1ccc(F)cc1)C3,-8,43,31,2,45,-4

Hits appear at their usual frequency (roughly 13% active in at least one column).
